Bim-Bcl-W = inhibitors of Bim binding to Bcl-W, primary screen, biochemical, multiplexed, bead-based flow cytometry | Bim peptide-Bcl-W binding | Bcl-2-like protein 2 (Homo sapiens), Q92843 | hit rate 0.02% among 190,000 | AID 952, 2007 | inhibition, % at 10 µM;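 further: 0% = bound tracer without compound and 100% = peptide blocker; higher means less fluorescent Bim peptide bound to Bcl-W beads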
ABCG2 inh = ABCG2 efflux pump inhibitors, primary screen, multiplex with ABCB1, IgMXP3 cells, flow cytometry; inhibition, % at 6.6 µM; Broad substrate specificity ATP-binding cassette transporter ABCG2 (Homo sapiens), Q9UNQ0; hit rate 0.1% among 190,000; AID 1325, 2008; JC-1 efflux;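 active means inhibition above 80%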;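 further: 0% = DMSO and 100% = nicardipine control wells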
Target sequence (Q9UNQ0 whole entry, looked up): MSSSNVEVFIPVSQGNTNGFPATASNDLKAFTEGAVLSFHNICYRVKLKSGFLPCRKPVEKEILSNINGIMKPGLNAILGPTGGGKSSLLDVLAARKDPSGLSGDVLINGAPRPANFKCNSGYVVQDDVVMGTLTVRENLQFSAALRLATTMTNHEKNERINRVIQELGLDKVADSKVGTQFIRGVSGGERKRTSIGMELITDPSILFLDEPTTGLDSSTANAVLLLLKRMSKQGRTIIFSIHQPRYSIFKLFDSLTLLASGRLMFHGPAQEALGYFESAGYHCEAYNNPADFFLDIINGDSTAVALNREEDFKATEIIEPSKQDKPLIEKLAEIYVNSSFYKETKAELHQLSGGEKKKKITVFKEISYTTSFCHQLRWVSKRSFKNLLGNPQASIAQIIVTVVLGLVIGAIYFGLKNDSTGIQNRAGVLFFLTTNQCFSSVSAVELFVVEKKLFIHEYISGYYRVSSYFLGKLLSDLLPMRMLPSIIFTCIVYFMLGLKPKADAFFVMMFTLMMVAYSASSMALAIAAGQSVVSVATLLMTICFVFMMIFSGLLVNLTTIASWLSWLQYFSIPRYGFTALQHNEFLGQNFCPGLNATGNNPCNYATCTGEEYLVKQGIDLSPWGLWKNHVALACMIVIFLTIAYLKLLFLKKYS
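test system = two drug-resistant human cell lines, ABCG2 and ABCB1 | amount = 3 million cells/mL final, two lines in 1:1 ratio | reagent = JC-1 transporter substrate | doses = one concentration, 6.6 µM final | incubation = 10 min at 25 °C | signal = flow cytometric JC-1 green MFI at 530 nm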
RGS8-Gao = RGS8-Galphao binding modulators, primary screen, biochemical, multiplexed bead flow cytometry | hit rate 0.34% among 220,000 | actives lie on both sides | Guanine nucleotide-binding protein G(o) subunit alpha (Homo sapiens), P09471 | response (percent of control binding), % at 10 µM; in the data active means response below about 60% or above about 140%; inactive means in between;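 further: Galphao activated as the GDP aluminium fluoride complex binding bead-coupled RGS8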
Bcl-XL Bim block = inhibitors of Bim-Bcl-XL binding, primary screen, biochemical, multiplexed, bead flow cytometry, human Bcl-XL. hit rate 0.04% among 190,000. inhibition, % at 10 µM. Bim peptide-Bcl-XL binding, fluorescence. Bcl-2-like protein 1 (Homo sapiens), Q07817
Bim-Mcl-1 = inhibitors of Bim peptide binding to Mcl-1, primary screen, biochemical, bead-based flow cytometry, multiplex. Induced myeloid leukemia cell differentiation protein Mcl-1 (Homo sapiens), Q07820. Bim peptide-Mcl-1 binding. inhibition, % at 10 µM. hit rate 0.1% among 190,000;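 further: 0% = no compound tracer wells and 100% = peptide blocker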
Target sequence (Q07820 whole entry, looked up): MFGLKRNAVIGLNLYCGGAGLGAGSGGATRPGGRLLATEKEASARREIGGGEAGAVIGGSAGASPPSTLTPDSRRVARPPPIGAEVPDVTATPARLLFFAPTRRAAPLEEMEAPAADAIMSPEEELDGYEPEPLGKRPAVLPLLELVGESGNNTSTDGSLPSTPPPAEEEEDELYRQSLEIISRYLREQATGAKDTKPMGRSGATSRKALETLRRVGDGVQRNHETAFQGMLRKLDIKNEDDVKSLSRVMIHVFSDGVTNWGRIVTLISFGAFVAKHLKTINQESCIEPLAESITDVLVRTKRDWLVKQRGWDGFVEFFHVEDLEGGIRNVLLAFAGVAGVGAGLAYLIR
Bim-Bfl-1 = inhibitors of Bim binding to Bfl-1, primary screen, biochemical, multiplexed, bead-based flow cytometry. inhibition, % at 10 µM. Bim-Bfl-1 binding inhibition. AID 1008, 2008. hit rate 0.12% among 190,000. Bcl-2-related protein A1 (Homo sapiens), Q16548;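 further: 0% = wells without compound plus tracer and 100% = blocker peptide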
RGS7-Gao reg = RGS7-Galphao binding modulators, primary screen, biochemical, multiplexed bead flow cytometry; Guanine nucleotide-binding protein G(o) subunit alpha (Homo sapiens), P09471; actives lie on both sides; binding response (% of control), % at 10 µM; hit rate 0.35% among 220,000; in the data active means binding response below about 49% or above about 150%; inconclusive means no clear call, values can overlap the other calls; inactive means in between;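 further: fluorescent Galphao held in activated GDP-AlF4 state binding bead-coupled RGS7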
Bcl-2 Bim block = inhibitors of Bim-Bcl-2 binding, primary screen, biochemical, multiplexed, human Bcl-2 family; Bead-based flow cytometry, Bim peptide-Bcl-2 binding; inhibition, % at 10 µM; hit rate 0.06% among 190,000; in the data active means inhibition above about 40%; inconclusive means no clear call, values can overlap the other calls;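 further: 0% = no compound wells with probe peptide and 100% = reference peptide inhibitor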
ABCB1 inh = ABCB1 efflux pump inhibitors, primary screen, cell-based, multiplex, flow cytometry, ABCG2 counter-screen | CCRF-Adr cells, JC-1 efflux | inhibition, % at 6.6 µM | hit rate 0.067% among 190,000 | AID 1326, 2008; in the data active means inhibition above about 40%;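 further: 0% = vehicle and 100% = reference inhibitor; higher value means more JC-1 retained so stronger ABCB1 efflux block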
RGS4-Gao reg = modulators of RGS4 binding to Galphao, primary screen, biochemical, multiplexed bead flow cytometry | binding response (% of control), % at 10 µM | hit rate 0.33% among 220,000 | actives lie on both sides | AID 1415, 2008; in the data active means binding response below about 49% or above about 150%; inactive means in between;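 further: fluorescent Galphao activated with aluminum fluoride binding bead-coupled RGS4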
Bcl-B Bim block = inhibitors of Bim-Bcl-B binding, primary screen, biochemical, multiplexed, human Bcl-2 family | inhibition, % at 10 µM | AID 951, 2007 | hit rate 0.073% among 190,000 | bead-based flow cytometry, Bim peptide-Bcl-B binding;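 further: 0% = tracer peptide without compound and 100% = reference inhibitor peptide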
Numbers without * were called inactive; ? = inconclusive. Unless noted, no stated cut-off is given here; in the data, active means inhibition above about 40%.

SMILES | Bim-Bcl-W | ABCG2 inh | RGS8-Gao | Bcl-XL Bim block | Bim-Mcl-1 | Bim-Bfl-1 | RGS7-Gao reg | Bcl-2 Bim block | ABCB1 inh | RGS4-Gao reg | Bcl-B Bim block
OC(CNc1nc2ccccc2s1)c1ccccc1 (stereo not drawn) | -1 | 0 | 101 | -3 | -1 | -13 | 95 | -7 | -0.5 | 99 | -4
CCN(CC)N=Nc1ccc(S(N)(=O)=O)cc1 | -1 | 1 | 103 | -2 | -3 | -5 | 100 | -4 | 0.2 | 102 | -4
Cc1cc(C)c2sc(C)[n+](CCCS(=O)(=O)[O-])c2c1 | 5 | 2 | 97 | 5 | 31 | 0 | 98 | 4 | 0.6 | 94 | 4
CCc1n[nH]c(=S)n1/N=C/c1ccc(NC(C)=O)cc1 | 3 | 16 | 99 | -1 | 0 | 4 | ? | 1 | 0.4 | 101 | -34
COc1ccc(OC)c(NC(=S)N2CCN(Cc3ccccc3)CC2)c1 | -5 | 0 | 100 | -4 | -1 | 0 | 104 | -1 | -0.4 | 104 | -9
O=Cc1ccc(N2CCCC2)o1 | 0 | 0 | 101 | 1 | 37 | -5 | 98 | -2 | 0.1 | 99 | -4
O=C(Nc1nc(-c2ccc(F)c(F)c2)cs1)c1ccc(OCC2CCCO2)cc1 (stereo not drawn) | -2 | -1 | 101 | -4 | 0 | -8 | 104 | -8 | -0.1 | 101 | -5
CCC(=O)N1CCc2cc(S(=O)(=O)CCC(=O)NCc3ccco3)ccc21 | -2 | 1 | 98 | 0 | -2 | -6 | 100 | -1 | 0.1 | 98 | -3
CC(=O)Nc1ccc(N2C(=O)CC(N3CCSCC3)C2=O)cc1 (stereo not drawn) | 0 | 2 | 101 | -2 | 0 | 5 | 102 | 3 | -0.6 | 103 | -2
COc1ccc(NC(=O)CCC(=O)N(Cc2ccc(OC)c(OC)c2)c2nccs2)c(OC)c1 | -3 | 0 | 89 | -1 | -2 | -7 | 100 | -1 | 0.4 | 74 | -2
CCOC(=O)C1CCN(C(=O)c2c(C)oc3c2C(=O)c2ccccc2C3=O)CC1 | -3 | 2 | 103 | -5 | -2 | 0 | 98 | 1 | 0.3 | 101 | -5
Cn1c(=O)c2ncn(CC(=O)NCCOCc3ccccc3Cl)c2n(C)c1=O | -3 | 5 | 103 | -3 | -3 | -1 | 97 | 0 | 0.5 | 98 | -2
CCOC(=O)c1cnc2c(C#N)cnn2c1N | 5 | 12 | 102 | 9 | 7 | 0 | 98 | 6 | 0.5 | 103 | 10
CC(C)c1ccc(N2CCN(C(=O)c3ccccc3NC(=O)/C=C\C(=O)O)CC2)cc1 | 4 | 2 | 100 | 0 | 3 | -3 | 101 | -3 | 0.5 | 100 | -1
COC(=O)[C@@]1(Cc2ccc(OC)cc2)[C@H]2c3cc(C(=O)N4CCCC4)n(Cc4ccc(OC)c(OC)c4)c3C[C@H]2CN1C(=O)c1ccccc1 | -3 | 2 | 101 | -2 | -3 | 0 | 99 | -1 | 14 | 101 | -7
O=P(Cc1ccncc1)(c1ccccc1)c1ccccc1 | 0 | 1 | 97 | -2 | 0 | -11 | 97 | -9 | 0.6 | 97 | -5
C#Cc1ccc([C@@H]2C=C(C(=O)NCc3ccccc3)O[C@H](OCc3ccc(CO)cc3)C2)cc1 | -1 | 3 | 100 | 0 | -1 | -5 | 100 | -5 | 1.6 | 97 | -7
O=c1c2ccccc2nnn1CSc1ccccc1F | -2 | 7 | 100 | -5 | -6 | -1 | 100 | 2 | 0.7 | 102 | -10
COc1ccc(C(=O)CSC#N)cc1OC | 0 | 1 | 102 | 2 | -1 | 1 | 93 | 3 | -1.0 | 97 | 0
Cc1ccc(NC(=O)c2cc3c(s2)CCCC3)cc1S(=O)(=O)Nc1ccccc1Cl | -3 | 1 | 102 | -6 | -11 | -15 | 99 | -7 | -0.1 | 101 | -3
CCOC(=O)c1c(C)[nH]c(C(=O)COC(=O)CSC)c1C | -1 | 3 | 93 | -20 | -2 | -16 | 100 | -13 | 0.8 | 86 | -11
O=C(N/N=C/c1sc(N2CCOCC2)nc1-c1ccccc1)c1ccccc1Cl | 1 | 5 | 102 | 1 | 0 | -6 | 103 | -2 | 0.2 | 103 | 0
CCc1nnc(NC(=O)CSc2nc3cccnc3n2C2CCCCC2)s1 | -3 | -3 | 90 | 9 | -1 | -11 | 97 | -7 | -2.6 | 94 | -10
Cc1ccc(Cn2nnc3c(=O)[nH]c(C4CCCN(S(=O)(=O)c5ccccc5)C4)nc32)cc1 (stereo not drawn) | -5 | 1 | 73 | -1 | -5 | -1 | 80 | -1 | 0.3 | 73 | -6
Brc1cnc(N2CCCCC2)nc1N1CCOCC1 | -1 | 0 | 101 | -2 | -2 | 0 | 101 | -2 | -0.3 | 101 | -4
C/C(=N\NC(=O)c1ccccc1C)c1cccc([N+](=O)[O-])c1 | 3 | 2 | 101 | 1 | -1 | -10 | 103 | -8 | 0.2 | 102 | -8
Cc1noc(C)c1COc1ccc(C(=O)OCC(=O)N2CC3(C)CC2CC(C)(C)C3)cc1 (stereo not drawn) | -1 | 1 | 102 | 4 | 6 | -2 | 98 | -2 | 0.8 | 101 | 4
COCn1c(-c2ccccc2)nc2ccccc21 | 0 | 3 | 105 | 1 | 2 | 0 | 109 | 0 | 0.4 | 109 | 2
Cc1ccc2c(c1)-c1c(ssc1=S)C(C)(C)N2C(=O)CSC1=NCCS1 | -1 | 1 | 102 | -13 | -2 | -11 | 98 | -10 | 1.1 | 94 | -11
Cc1nn(-c2ccccn2)c2c1C(c1ccsc1)C1=C(CCCC1=O)N2 (stereo not drawn) | 0 | 4 | 98 | 0 | 0 | 0 | 96 | -3 | 2.4 | 100 | 1
COc1cccc(-c2nnc(NC(=O)c3cccs3)s2)c1 | -3 | -1 | 91 | -4 | -3 | 3 | 91 | -4 | -0.1 | 89 | 0
O=C(CSc1nnc(-c2ccncc2)n1-c1ccc(F)cc1)NNC(=O)c1cccc(O)c1 | 0 | 17 | 97 | -1 | -1 | -1 | 102 | 3 | 0.7 | 99 | -4
CCOC(=O)c1sc2nc(C)nc(SCC(=O)NC3CCS(=O)(=O)C3)c2c1C (stereo not drawn) | -1 | 22 | 105 | -1 | 2 | -4 | 106 | -2 | 0.4 | 101 | -2
COc1ccc(C2Nc3ccccc3C(=O)N2c2ccc(F)cc2)cc1Cn1nnc2ccccc21 (stereo not drawn) | -4 | 2 | 100 | -10 | -3 | -13 | 102 | -5 | 1.8 | 103 | -10
C=CCn1c(-c2ccc(OC)cc2)nc2ccccc21 | 0 | 10 | 99 | -1 | 3 | 0 | 95 | 0 | 1.5 | 95 | 0
CN(C)S(=O)(=O)c1ccc(NC(=O)c2ccc(Br)o2)cc1 | 4 | 0 | 98 | -11 | 0 | -13 | 102 | -6 | -0.3 | 99 | -5
CN(C)c1ccc(C(=O)c2ccccc2)cc1 | -5 | 21 | 103 | -11 | -5 | -18 | 99 | -11 | 1.0 | 102 | -10
CC(=O)c1c(N2CCN(Cc3ccccc3)CC2)[nH]c(-c2ccccc2)nc1=S | -3 | -4 | 101 | -9 | -3 | -17 | 97 | -10 | 1.6 | 99 | -11
O=C(CC1SC(=Nc2ccc(OC(F)F)cc2)N(CCC2=CCCCC2)C1=O)Nc1ccccc1F (stereo not drawn) | 1 | 3 | 77 | -4 | 0 | 1 | 89 | 0 | 1.8 | 89 | -4
COCCn1c(SCC(=O)Nc2cccc(S(N)(=O)=O)c2)nc2cc(Cl)ccc2c1=O | -3 | -1 | 97 | -1 | 0 | -2 | 105 | 1 | -0.3 | 96 | -3
CCOC(=O)c1cnc2ccc(C)cc2c1Sc1ccccc1 | 2 | 2 | 99 | -3 | -1 | -9 | 97 | -6 | 0.8 | 98 | -11
CCOC(=O)C1(C)/C(=N/Nc2cccc(Cl)c2)C(=O)C(=O)N1c1ccccc1 (stereo not drawn) | 0 | 0 | 99 | 0 | 0 | 0 | 101 | 0 | 0.1 | 100 | -3
Cc1cccc(NC(=O)C2CCN(c3nccc(C)n3)CC2)c1 | 0 | 6 | 101 | 0 | 0 | -17 | 98 | -8 | 0.6 | 101 | -5
COc1ccc(NCc2nnc(SCC(=O)N3CCCc4ccccc43)o2)cc1 | 1 | -3 | 96 | 0 | -1 | -6 | 103 | -7 | -2.2 | 100 | -6
Nc1nc(-c2ccco2)nc(N2CCCCC2)n1 | 0 | 2 | 99 | -8 | 1 | -7 | 97 | -2 | 0.4 | 96 | -8
CC1(C)CC(=O)C=C(NNC(=O)C2CCCCC2)C1 | -3 | 17 | 106 | 0 | -2 | -2 | 103 | -1 | 2.4 | 103 | 0
COc1cccc(OC)c1C(=O)Nn1c(-c2cccs2)nc2ccccc2c1=O | -5 | -1 | 106 | -4 | -3 | -3 | 101 | 1 | -0.1 | 101 | -3
O=C(Nc1cccc(-c2nnn(CC(=O)N3CCc4ccccc4C3)n2)c1)C1CCC1 | 2 | 1 | 100 | -1 | -1 | -1 | 96 | 2 | 0.4 | 100 | 2
CCOc1ccc(OCC)c(NC(=O)C2CCCN(c3ncccn3)C2)c1 (stereo not drawn) | 1 | 7 | 103 | -19 | 0 | -11 | 103 | -6 | 1.2 | 104 | -3
CC(=O)Nc1cccc(-c2csc(Nc3cccc(C)n3)n2)c1 | -1 | 0 | 105 | -4 | -1 | 0 | 107 | -2 | -0.1 | 102 | -1
O=C(CSc1nnnn1C1CCCC1)N1CCN(C(=O)c2ccco2)CC1 | -3 | 0 | 100 | 0 | -6 | -2 | 97 | -2 | 0.1 | 96 | -3
CC1CC(C)CN(c2ncc3c(n2)CC(c2ccccc2)CC3=O)C1 (stereo not drawn) | -2 | 0 | 105 | -4 | -2 | -11 | 103 | -9 | -1.3 | 108 | -8
O=C(Cn1c(COc2ccccc2)nc2ccccc21)Nc1cccc(Cl)c1 | -1 | 3 | 100 | -2 | -3 | -2 | 101 | 0 | 0.3 | 102 | -3

Source: PubChem BioAssay (NMMLSC)
